Source: PubChem
FLuc stim CS – affects firefly luciferase, flagging false hits in luciferase stimulation screens; ATPlite luciferase biochemical, luminescence, 10 min; 0 = ATP-free wells, 1 = DMSO control; AID 1027; P08659; activation factor at 10 µM; 200,000 tested, under 10 active;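 active = luciferase activation factor, scaled between plate controls, of at least 2 with compound at 10 µM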
Target sequence (P08659 whole entry, looked up): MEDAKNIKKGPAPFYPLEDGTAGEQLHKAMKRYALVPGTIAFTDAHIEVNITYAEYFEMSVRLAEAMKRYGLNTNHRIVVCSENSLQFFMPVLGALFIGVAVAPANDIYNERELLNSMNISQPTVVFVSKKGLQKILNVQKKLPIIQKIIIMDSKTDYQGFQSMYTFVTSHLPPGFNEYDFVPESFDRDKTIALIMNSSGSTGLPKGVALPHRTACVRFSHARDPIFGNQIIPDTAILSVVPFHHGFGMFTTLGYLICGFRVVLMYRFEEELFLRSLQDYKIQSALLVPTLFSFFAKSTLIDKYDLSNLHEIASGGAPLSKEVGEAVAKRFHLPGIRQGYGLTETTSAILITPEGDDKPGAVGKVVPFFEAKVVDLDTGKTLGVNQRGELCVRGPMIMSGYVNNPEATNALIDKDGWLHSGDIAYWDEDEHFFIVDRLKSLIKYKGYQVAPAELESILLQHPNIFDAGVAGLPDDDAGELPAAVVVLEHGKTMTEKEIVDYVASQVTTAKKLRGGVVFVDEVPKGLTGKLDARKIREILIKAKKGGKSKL
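Assay system – cell-free luciferase reagent · Medium – PBS-based ATP solution · Dosing – test compounds dosed from 2 mM stocks in 100% DMSO · Timing – 10 min, room temperature · Technique – light output (luminescence) · Measure – luminescence gain marking luciferase activators · Controls – No-ATP low control, compound-free enzyme-plus-ATP high control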
TNAP inh no acc – blocks human TNAP activity with no phosphate acceptor present; purified TNAP, CDP-star luminescence, 30 min; inhibition, % at 20 µM; 200,000 tested, 0.26% active; AID 1012;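 active = tissue-nonspecific alkaline phosphatase inhibition above about 50% at 20 µM in the single-dose screen, limit read from the data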;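 note: 0% = DMSO negative control and 100% = EDTA positive control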
Efa HMGR inh – E. faecalis class II HMG-CoA reductase inhibition. purified E. faecalis HMGR, NADPH absorbance 340 nm kinetic. inhibition, % at 10 µM. 190,000 tested, 0.41% active. AID 1066;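 active = inhibition above a set limit, the median over all tested compounds plus 3 SD, cut at about 9.5% in these data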;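 note: enzyme runs in reverse so mevalonate oxidation gives rising NADPH absorbance; 0% = complete reaction with DMSO and 100% = background rate lacking mevalonate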
Diaphorase act – activates diaphorase or chemically reduces, flagging diaphorase assay artifacts. 190,000 tested, 0.005% active. activation factor at 20 µM. AID 1229. Diaphorase/resazurin coupled assay, resorufin fluorescence, 16 min; hits give high values; 1 = vehicle wells, 0 = NADH-free wells;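 active = diaphorase activity raised at least twofold by the compound at 20 µM; inactive = activation factor below 2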
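Test system: Clostridium kluyveri diaphorase, purified enzyme. Buffer or medium: 50 mM HEPES pH 7.4 buffer plus MgCl2 and Tween 20. Also added: 0.114 mM NADH and 0.1 mM resazurin, final amounts. Dosing: compound 20 µM once, DMSO 1%. Schedule: 16 min enzyme reaction, ambient temperature. Detection: fluorescence of resorufin, 544 nm excitation, 590 nm emission.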
G6PDH counter – inhibits Leuconostoc G6PDH, flagging false hits in G6PDH-based assays | 200,000 tested, 0.12% active | Purified L. mesenteroides G6PDH, diaphorase/resazurin coupled fluorescence, 45 min | inhibition, % at 5 µM; in the data active = inhibition above about 50%
PMI act – increases human mannose-6-phosphate isomerase activity. 190,000 tested, 0.005% active. activation factor at 20 µM. AID 1214. purified human PMI, coupled resazurin fluorescence, 20 min; hits give high values; 1 = vehicle control, 0 substrate-free wells. P34949;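 active = activation factor of 2 or more at 20 µM, relative to plate controls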
Target sequence (P34949 whole entry, looked up): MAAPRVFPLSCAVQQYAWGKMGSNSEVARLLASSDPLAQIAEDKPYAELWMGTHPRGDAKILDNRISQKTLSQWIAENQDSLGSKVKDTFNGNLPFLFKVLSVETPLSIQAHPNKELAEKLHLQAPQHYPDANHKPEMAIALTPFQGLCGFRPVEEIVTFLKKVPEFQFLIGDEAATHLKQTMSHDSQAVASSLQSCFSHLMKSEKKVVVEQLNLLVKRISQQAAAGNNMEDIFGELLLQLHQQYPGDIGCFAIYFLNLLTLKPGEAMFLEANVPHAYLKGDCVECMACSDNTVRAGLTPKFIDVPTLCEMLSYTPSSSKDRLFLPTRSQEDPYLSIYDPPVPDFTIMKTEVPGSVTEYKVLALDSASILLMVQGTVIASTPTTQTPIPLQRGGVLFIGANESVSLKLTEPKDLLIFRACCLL
PMI act hi M6P – increases human PMI activity with near-saturating mannose 6-phosphate. P34949. coupled PMI enzyme assay, resazurin fluorescence, 20 min; hits give high values; 1 = untreated enzyme, 0 = substrate-free blank. activation factor at 20 µM. 190,000 tested, 0.34% active. AID 1216;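 active = activation factor of 2 or more at 20 µM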
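test system = human PMI in coupled enzyme assay | medium = HEPES-buffered pH 7.4 with magnesium and detergent | also added = 1.0 mM mannose-6-phosphate substrate with 0.22 mM NADP+ | compound = 20 µM single dose | times = 20 min incubation at room temperature | measured by = resorufin fluorescence (Ex 544/Em 590 nm) from resazurin via diaphorase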
TNAP inh hi DEA – blocks human TNAP under high phosphate acceptor concentration; inhibition, % at 20 µM; purified TNAP, CDP-star luminescence, 1 M DEA; P05186; 200,000 tested, 0.03% active; AID 1135;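 active = over 50% inhibition of tissue-nonspecific alkaline phosphatase at 20 µM in the single-dose screen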;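 note: plate controls were DMSO wells for no effect and EDTA-quenched wells as full inhibition for full effect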
Diaph inh CS – counter-screen for diaphorase-based assays: diaphorase inhibitors and chemical oxidizers | 190,000 tested, 0.69% active | inhibition, % at 20 µM | diaphorase resazurin-to-resorufin fluorescence, NADH, 16 min; bacterial (C. kluyveri) enzyme, not human;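 active = primary screen inhibition at 20 µM above a set limit, cut at about 50% in these data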;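 note: plate controls were DMSO with full reaction for no effect and wells lacking NADH for full effect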
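System: Diaphorase enzyme from Clostridium kluyveri | Amount: Enzyme working solution with 0.14 U/mL diaphorase | Benchmarks: No-NADH positive control and DMSO neutral control | Signal: Fluorescence of resorufin formed from resazurin, Ex 544/Em 590 nm | Schedule: 16-min room-temperature incubation before reading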
TNAP act hiacc – increases human TNAP activity under high phosphate acceptor concentration; P05186; purified TNAP, CDP-star luminescence, 1 M DEA, 30 min; hits give high values; 0 = EDTA background, 1 = DMSO-only activity; activation factor at 20 µM; 200,000 tested, under 10 active; AID 1136;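 active = activation factor at least 2 at 20 µM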
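system = human TNAP | amount = enzyme diluted 1/800 final | reagent = 100 µM CDP-star substrate | signal = luminescent substrate turnover signal | dosing = one dose, 20 µM | benchmarks = EDTA negative control, DMSO positive control | measure = activation factor | timing = 30 min reaction, room temperature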
An asterisk follows results filed as active.

How did O=C(Nc1ccc(NC(=O)c2ccco2)cc1)c1ccc2c(c1)OCO2 do in these assays?
FLuc stim CS: 1; TNAP inh no acc: -4; Efa HMGR inh: -5; Diaphorase act: 1; G6PDH counter: 8; PMI act: 0.9; PMI act hi M6P: 0.9; TNAP inh hi DEA: -1; Diaph inh CS: -4; TNAP act hiacc: 1

How did COc1ccc(Sc2nc(-c3ccccc3)ncc2OC)cc1 do in these assays?
FLuc stim CS: 1; TNAP inh no acc: -11; Efa HMGR inh: -6; Diaphorase act: 0.9; G6PDH counter: -1; PMI act: 1; PMI act hi M6P: 0.9; TNAP inh hi DEA: -2; Diaph inh CS: 12; TNAP act hiacc: 1

Results for O=C(O)c1ccc(/C=C/c2nc3sc4c(c3c(=O)[nH]2)CCC4)cc1 ?
FLuc stim CS: 1; TNAP inh no acc: -11; Efa HMGR inh: -1; Diaphorase act: 0.9; G6PDH counter: -3; PMI act: 1; PMI act hi M6P: 1; TNAP inh hi DEA: -2; Diaph inh CS: 10; TNAP act hiacc: 1

What do the screens show for `CC(=O)c1c(Nc2ccc3c(c2)OCCO3)oc(C)cc1=O`?
FLuc stim CS: 0.9; TNAP inh no acc: -17; Efa HMGR inh: 2; Diaphorase act: 0.8; G6PDH counter: 0; PMI act: 0.9; PMI act hi M6P: 0.7; TNAP inh hi DEA: -7; Diaph inh CS: 23; TNAP act hiacc: 1.1

What do the screens show for `CCOC(=O)N1CCN(C(=O)CC(=O)Nc2ccc3nc4n(c(=O)c3c2)CCCCC4)CC1`?
FLuc stim CS: 1; TNAP inh no acc: 9; Efa HMGR inh: -14; Diaphorase act: 1; G6PDH counter: 7; PMI act: 1; PMI act hi M6P: 1.1; TNAP inh hi DEA: 2; Diaph inh CS: 4; TNAP act hiacc: 1

What do the screens show for `CCOc1ccc(CNc2ccc3c(c2)ncn3C)cc1`?
FLuc stim CS: 1; TNAP inh no acc: -1; Efa HMGR inh: 1; Diaphorase act: 0.8; G6PDH counter: -3; PMI act: 0.7; PMI act hi M6P: 0.8; TNAP inh hi DEA: 1; Diaph inh CS: 16; TNAP act hiacc: 1

How did O=C(NCc1ccncc1)c1cnccn1 do in these assays?
FLuc stim CS: 1.1; TNAP inh no acc: -11; Efa HMGR inh: -5; Diaphorase act: 1; G6PDH counter: -4; PMI act: 1; PMI act hi M6P: 0.9; TNAP inh hi DEA: -2; Diaph inh CS: 4; TNAP act hiacc: 1

How did C[N+](C)(C)CCOP(=O)([O-])OC[C@H](O)CO do in these assays?
FLuc stim CS: 1; TNAP inh no acc: -11; Efa HMGR inh: -4; Diaphorase act: 0.8; G6PDH counter: 21; PMI act: 0.9; PMI act hi M6P: 0.9; TNAP inh hi DEA: -2; Diaph inh CS: 15; TNAP act hiacc: 1

Results for CC(C)CCNC(=O)COc1ccc2c3c(c(=O)oc2c1)CCC3 ?
FLuc stim CS: 1; TNAP inh no acc: -11; Efa HMGR inh: -8; Diaphorase act: 1.1; G6PDH counter: 6; PMI act: 1.1; PMI act hi M6P: 1.1; TNAP inh hi DEA: -4; Diaph inh CS: -8; TNAP act hiacc: 1

What do the screens show for `COc1ccc(C)cc1NC(=O)CN(c1ccc(F)cc1)S(C)(=O)=O`?
FLuc stim CS: 1.1; TNAP inh no acc: -10; Efa HMGR inh: -6; Diaphorase act: 0.9; G6PDH counter: 9; PMI act: 1.1; PMI act hi M6P: 1; TNAP inh hi DEA: -8; Diaph inh CS: 15; TNAP act hiacc: 1.1

How did OC(COc1ccccc1)CN1CCCC1 (configuration not stated) do in these assays?
FLuc stim CS: 1.1; TNAP inh no acc: -7; Efa HMGR inh: -2; Diaphorase act: 0.9; G6PDH counter: -2; PMI act: 1.1; PMI act hi M6P: 1.1; TNAP inh hi DEA: -6; Diaph inh CS: 5; TNAP act hiacc: 1.1

How did Cc1cc(C)cc(NC(=O)Cn2ncn3c(cc4ccccc43)c2=O)c1 do in these assays?
FLuc stim CS: 1; TNAP inh no acc: -3; Efa HMGR inh: -9; Diaphorase act: 1; G6PDH counter: 2; PMI act: 1; PMI act hi M6P: 1; TNAP inh hi DEA: 2; Diaph inh CS: 4; TNAP act hiacc: 1

How did Cc1cccc(C)c1NC(=O)C1CCCN(CCCc2ccccc2)C1 (configuration not stated) do in these assays?
FLuc stim CS: 1.1; TNAP inh no acc: 2; Efa HMGR inh: 4; Diaphorase act: 1; G6PDH counter: 8; PMI act: 1.1; PMI act hi M6P: 1.1; TNAP inh hi DEA: -11; Diaph inh CS: 0; TNAP act hiacc: 1.1

How did COc1ccc(NC(=S)NCc2cccnc2)cc1 do in these assays?
FLuc stim CS: 1; TNAP inh no acc: -6; Efa HMGR inh: 4; Diaphorase act: 0.9; G6PDH counter: 0; PMI act: 0.9; PMI act hi M6P: 0.9; TNAP inh hi DEA: -1; Diaph inh CS: 14; TNAP act hiacc: 1

Results for COc1cc2c(cc1OC)C(Nc1ccccc1)=NC(C)(C)C2 ?
FLuc stim CS: 1.1; TNAP inh no acc: -7; Efa HMGR inh: 0; Diaphorase act: 1; G6PDH counter: -2; PMI act: 1; PMI act hi M6P: 1; TNAP inh hi DEA: 0; Diaph inh CS: 4; TNAP act hiacc: 1

Random excerpt: 2 entries already listed, in no set order.
How did Cc1cc(C)cc(NC(=O)Cn2ncn3c(cc4ccccc43)c2=O)c1 do in these assays?
FLuc stim CS: 1; TNAP inh no acc: -3; Efa HMGR inh: -9; Diaphorase act: 1; G6PDH counter: 2; PMI act: 1; PMI act hi M6P: 1; TNAP inh hi DEA: 2; Diaph inh CS: 4; TNAP act hiacc: 1

What do the screens show for `CCOC(=O)N1CCN(C(=O)CC(=O)Nc2ccc3nc4n(c(=O)c3c2)CCCCC4)CC1`?
FLuc stim CS: 1; TNAP inh no acc: 9; Efa HMGR inh: -14; Diaphorase act: 1; G6PDH counter: 7; PMI act: 1; PMI act hi M6P: 1.1; TNAP inh hi DEA: 2; Diaph inh CS: 4; TNAP act hiacc: 1

Later entries:
Results for CN(C(=O)COC(=O)c1cc(S(=O)(=O)N2CCOCC2)c(Cl)cc1Cl)C1CCS(=O)(=O)C1 (configuration not stated) ?
FLuc stim CS: 1.1; TNAP inh no acc: -3; Efa HMGR inh: -9; Diaphorase act: 1; G6PDH counter: 5; PMI act: 1; PMI act hi M6P: 1; TNAP inh hi DEA: -4; Diaph inh CS: -2; TNAP act hiacc: 1

Results for Cc1cc(C)c2nc3nc(C)cc(C)c3c(N)c2c1 ?
FLuc stim CS: 1; TNAP inh no acc: -4; Efa HMGR inh: -2; Diaphorase act: 1.1; G6PDH counter: -24; PMI act: 0.9; PMI act hi M6P: 1; TNAP inh hi DEA: 1; Diaph inh CS: -13; TNAP act hiacc: 1

Results for [N-]=[N+]=CC(=O)c1ccnc(C(=O)C=[N+]=[N-])c1 ?
FLuc stim CS: 1.1; TNAP inh no acc: -1; Efa HMGR inh: -1; Diaphorase act: 0.8; G6PDH counter: 1; PMI act: 1.1; PMI act hi M6P: 1.3; TNAP inh hi DEA: -4; Diaph inh CS: 15; TNAP act hiacc: 1

Results for CCOC(=O)C1CCCN(C(=O)C2CCC(CNS(=O)(=O)c3ccc(NC(C)=O)cc3)CC2)C1 (configuration not stated) ?
FLuc stim CS: 1.1; TNAP inh no acc: 3; Efa HMGR inh: -4; Diaphorase act: 1; G6PDH counter: 6; PMI act: 1; PMI act hi M6P: 1; TNAP inh hi DEA: -4; Diaph inh CS: 4; TNAP act hiacc: 1

How did CCOc1ccc(C(=O)OCCN(C)C)cc1 do in these assays?
FLuc stim CS: 1; TNAP inh no acc: -11; Efa HMGR inh: 0; Diaphorase act: 0.9; G6PDH counter: 1; PMI act: 1; PMI act hi M6P: 1; TNAP inh hi DEA: -7; Diaph inh CS: 11; TNAP act hiacc: 1.1

Results for C=CCNC(=O)c1ccc([N+](=O)[O-])c(Cl)c1 ?
FLuc stim CS: 1; TNAP inh no acc: 0; Efa HMGR inh: -1; Diaphorase act: 0.8; G6PDH counter: 4; PMI act: 1; PMI act hi M6P: 1; TNAP inh hi DEA: 2; Diaph inh CS: 20; TNAP act hiacc: 1

How did C/C=C/C(=O)OCC(=O)Nc1ccccc1Br do in these assays?
FLuc stim CS: 1; TNAP inh no acc: -5; Efa HMGR inh: 0; Diaphorase act: 0.9; G6PDH counter: 5; PMI act: 1; PMI act hi M6P: 1; TNAP inh hi DEA: 0; Diaph inh CS: 9; TNAP act hiacc: 1

What do the screens show for `CCOC(=O)C1=C(C)N[C@@]2(O)c3ccccc3C(=O)[C@@]12O`?
FLuc stim CS: 1.1; TNAP inh no acc: -1; Efa HMGR inh: 0; Diaphorase act: 0.7; G6PDH counter: 28; PMI act: 0.8; PMI act hi M6P: 0.8; TNAP inh hi DEA: 1; Diaph inh CS: 32; TNAP act hiacc: 1

Results for Cc1ccc([N+](=O)[O-])c2c1C(N1CCCC1)C(C)(C)O2 (configuration not stated) ?
FLuc stim CS: 1.1; TNAP inh no acc: -5; Efa HMGR inh: -4; Diaphorase act: 1; G6PDH counter: 3; PMI act: 1.6; PMI act hi M6P: 1.4; TNAP inh hi DEA: -3; Diaph inh CS: 2; TNAP act hiacc: 1

What do the screens show for `COc1ccc(C=C(C(C)=O)C(C)=O)cc1OC`?
FLuc stim CS: 1; TNAP inh no acc: -12; Efa HMGR inh: 3; Diaphorase act: 0.9; G6PDH counter: 5; PMI act: 1.1; PMI act hi M6P: 1; TNAP inh hi DEA: -3; Diaph inh CS: 8; TNAP act hiacc: 1

Results for O=c1[nH]nc(Cc2ccccc2)c2ccccc12 ?
FLuc stim CS: 1; TNAP inh no acc: -4; Efa HMGR inh: -4; Diaphorase act: 1; G6PDH counter: 4; PMI act: 0.9; PMI act hi M6P: 0.9; TNAP inh hi DEA: 0; Diaph inh CS: 3; TNAP act hiacc: 1
